GDH-TPI inh – GDH-TPI coupling enzyme inhibitors, primary screen, artefact control for M. tuberculosis FBA inhibitor project, biochemical, absorbance, full deck. GDH-TPI coupled enzyme counterscreen, NADH absorbance. actives 1.2% (n = 360,000). inhibition, % at 4.8 µM;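 further: 0% = DMSO wells and 100% = wells lacking the enzyme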
UGM FP inh – M. tuberculosis UGM enzyme inhibitors, primary screen, biochemical, fluorescence polarization, single point; purified UGM, fluorescence polarization probe displacement; inhibition, % at 10 µM; actives 0.06% (n = 320,000); in the data active means inhibition above about 10%, passing the limit was not always enough; inconclusive means no clear call, values can overlap the other calls
Target sequence (P9WIQ1 whole entry, looked up): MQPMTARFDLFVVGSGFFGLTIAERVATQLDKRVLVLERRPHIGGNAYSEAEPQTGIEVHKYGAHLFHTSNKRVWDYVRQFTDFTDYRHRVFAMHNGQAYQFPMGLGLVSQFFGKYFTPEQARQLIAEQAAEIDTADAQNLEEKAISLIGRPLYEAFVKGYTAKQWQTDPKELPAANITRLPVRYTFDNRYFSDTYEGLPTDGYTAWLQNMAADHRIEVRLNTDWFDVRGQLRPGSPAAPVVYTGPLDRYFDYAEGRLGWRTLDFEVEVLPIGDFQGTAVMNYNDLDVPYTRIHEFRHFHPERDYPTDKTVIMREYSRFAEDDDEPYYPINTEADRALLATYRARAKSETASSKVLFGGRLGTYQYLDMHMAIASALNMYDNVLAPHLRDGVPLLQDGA
Rv3671c protease – Rv3671c serine protease inhibitors, primary screen, biochemical, fluorescence polarization, M. tuberculosis H37Rv; P9WHR9; inhibition, % at 5.96 µM; actives 0.048% (n = 320,000); AID 2606, 2010; in the data active means inhibition above about 38%;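 further: extracellular domain of Rv3671c used as enzyme; 0% = enzyme with DMSO and 100% = no enzyme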
Mtb BioA inh – M. tuberculosis BioA enzyme inhibitors, primary screen, biochemical, plate reader, single point, HTS; purified M. tuberculosis BioA enzyme; inhibition, % at 9.99 µM; AID 602481, 2012; 7,8-diaminopelargonic acid synthase BioA (Mycobacterium tuberculosis); actives 0.096% (n = 360,000); in the data active means inhibition above about 40%; inconclusive means no clear call, values can overlap the other calls
FadD28 FP inh – inhibitors of FadD28 bisubstrate probe binding, primary screen, biochemical, fluorescence polarization, single point; Mycobacterium tuberculosis FadD28 fatty-acid-AMP ligase; inhibition, % at 12.5 µM; actives 0.22% (n = 360,000); in the data active means inhibition above about 8.5%, passing the limit was not always enough; inconclusive means no clear call, values can overlap the other calls
FBA Mtb inh – Mtb FBA enzyme inhibitors, primary screen, biochemical, fluorescence, strain H37Rv; purified M. tuberculosis FBA, fluorescence read-out; inhibition, % at 1 µM; actives 2.3% (n = 360,000); AID 588726, 2011; in the data active means inhibition above about 27%;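 further: 0% = vehicle and 100% = reference inhibitor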
Target sequence (P9WQA3 whole entry, looked up): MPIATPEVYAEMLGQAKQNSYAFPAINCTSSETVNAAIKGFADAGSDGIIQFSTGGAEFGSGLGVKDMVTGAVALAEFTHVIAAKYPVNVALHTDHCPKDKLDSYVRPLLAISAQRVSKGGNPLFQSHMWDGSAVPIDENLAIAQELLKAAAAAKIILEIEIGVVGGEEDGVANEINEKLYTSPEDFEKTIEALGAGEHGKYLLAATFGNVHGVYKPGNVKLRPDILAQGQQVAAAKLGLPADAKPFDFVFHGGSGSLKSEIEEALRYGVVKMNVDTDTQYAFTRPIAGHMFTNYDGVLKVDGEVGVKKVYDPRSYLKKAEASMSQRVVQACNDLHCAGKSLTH
CCHF vOTU inh – CCHFV vOTU protease inhibitors, primary screen, biochemical, Pep-AMC substrate, fluorescence; inhibition, % at 11.5 µM; actives 0.55% (n = 370,000); further: 0% = vehicle wells with enzyme and 100% = no enzyme wells
BoNT F protease – BoNT/F light chain protease inhibitors, primary screen, biochemical, flow cytometry, MLPCN library; Multiplex microsphere protease cleavage assay; inhibition, % at 10 µM; actives 0.22% (n = 360,000); Botulinum neurotoxin type F light chain protease (Clostridium botulinum); in the data active means inhibition above about 35%, passing the limit was not always enough; inconclusive means no clear call, values can overlap the other calls; further: plate controls were buffer without enzyme for full effect and enzyme alone for no effect
MazEF act – activators of E. coli MazEF toxin-antitoxin RNase, primary screen, biochemical, fluorescence, uHTS. AID 504720, 2011. Endoribonuclease toxin MazF (Escherichia coli (strain K12)), P0AE70. activation, % at 20 µM. FAM/BHQ RNA-DNA oligo cleavage fluorescence, 5 h. actives 0.32% (n = 350,000); in the data active means activation above about 50%
Target sequence (P0AE70 whole entry, looked up): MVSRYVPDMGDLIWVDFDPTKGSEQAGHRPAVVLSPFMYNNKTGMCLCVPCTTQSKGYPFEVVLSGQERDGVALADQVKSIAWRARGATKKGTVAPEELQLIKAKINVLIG
VHR inh abs – VHR1 phosphatase inhibitors, primary screen, biochemical, absorbance, uHTS | Dual specificity protein phosphatase 3 (Homo sapiens), P51452 | recombinant VHR phosphatase, pNPP absorbance | inhibition, % at 13.3 µM | actives 0.52% (n = 290,000) | AID 1654, 2009; in the data active means inhibition above about 50%; further: some compounds called inactive have numbers as strong as hits
* marks the source's active call; other numbers are inactive results; ? = inconclusive; · = not tested or not shown; + = active, no number. Unless noted, no stated cut-off is given here; in the data, active means inhibition above about 30%; inactive means the rest. Compounds as they come; about 4.9% have a hit in one of these screens.

SMILES	GDH-TPI inh	UGM FP inh	Rv3671c protease	Mtb BioA inh	FadD28 FP inh	FBA Mtb inh	CCHF vOTU inh	BoNT F protease	MazEF act	VHR inh abs
CCC(C)N(C(=O)Cn1c(Cl)nc2c1c(=O)n(C)c(=O)n2C)C1CCS(=O)(=O)C1 (configuration not stated)	5	0.4	1	-1.1	0.2	1	17	·	0	5
COc1ccccc1C(=O)NCCC(=O)Nc1cccc(S(=O)(=O)N2CCCC2)c1	-8	1.8	-4	-0.6	0.6	2	6	-3	9	·
CC(=O)c1ccc(OCC(=O)OCC(=O)Nc2sccc2C(N)=O)cc1	-4	-1.3	-3	-0.5	-3.1	-4	8	-4	6	·
C=CCN(c1ccc(Br)cc1C(=O)OC)S(C)(=O)=O	2	-0.1	0	-1.5	-1.3	0	-6	0	-9	·
O=C(CSc1nnc2ccccn12)Nc1ncc(Cl)cc1Cl	-2	-2.7	-3	0.0	0.0	1	13	14	-3	-2
Cn1ccc(C(=O)N/N=C/c2c[nH]c3ccccc23)n1	28	1.4	-14	-1.6	-3.2	-5	17	-13	-43	31
CC1CCCN(S(=O)(=O)c2ccc(NC(=O)C3CC(=O)N(C(C)(C)C)C3)cc2)C1 (configuration not stated)	-5	-2.8	3	-1.6	-4.2	-2	-17	13	0	·
Cc1cc(=O)[nH]c(SCC(=O)c2ccc3c(c2)NC(=O)CO3)n1	4	-4.2	7	·	0.6	3	11	·	12	-3
CCOCCCn1c(=NC(C)=O)c(C#N)cc2c(=O)n3ccccc3nc21	24	2.7	2	-0.5	-2.6	+	-334	?	-1	27
O=C(COC(=O)c1ccco1)c1ccc(Cl)cc1	6	2.4	-3	·	-1.6	-2	2	-13	-30	17
COC(=O)Cc1c(O)ccn(Cc2ccc(OC)c(OC)c2)c1=O	0	-0.3	0	2.1	0.7	3	1	0	-2	26
COc1cc2c(cc1OC)C(c1ccc(OC)c(OC)c1OC)CC(=O)N2 (configuration not stated)	10	1.8	·	3.0	-1.5	-3	-5	·	14	13

Arranged by length of the SMILES (ascending): part of the list above
SMILES	GDH-TPI inh	UGM FP inh	Rv3671c protease	Mtb BioA inh	FadD28 FP inh	FBA Mtb inh	CCHF vOTU inh	BoNT F protease	MazEF act	VHR inh abs
C=CCN(c1ccc(Br)cc1C(=O)OC)S(C)(=O)=O	2	-0.1	0	-1.5	-1.3	0	-6	0	-9	·
COc1cc2c(cc1OC)C(c1ccc(OC)c(OC)c1OC)CC(=O)N2 (configuration not stated)	10	1.8	·	3.0	-1.5	-3	-5	·	14	13
Cc1cc(=O)[nH]c(SCC(=O)c2ccc3c(c2)NC(=O)CO3)n1	4	-4.2	7	·	0.6	3	11	·	12	-3
CC1CCCN(S(=O)(=O)c2ccc(NC(=O)C3CC(=O)N(C(C)(C)C)C3)cc2)C1 (configuration not stated)	-5	-2.8	3	-1.6	-4.2	-2	-17	13	0	·

Back to the main list, starting two compounds before the break.
SMILES	GDH-TPI inh	UGM FP inh	Rv3671c protease	Mtb BioA inh	FadD28 FP inh	FBA Mtb inh	CCHF vOTU inh	BoNT F protease	MazEF act	VHR inh abs
COC(=O)Cc1c(O)ccn(Cc2ccc(OC)c(OC)c2)c1=O	0	-0.3	0	2.1	0.7	3	1	0	-2	26
COc1cc2c(cc1OC)C(c1ccc(OC)c(OC)c1OC)CC(=O)N2 (configuration not stated)	10	1.8	·	3.0	-1.5	-3	-5	·	14	13
CC(=O)N/C(=C\c1cccs1)C(=O)O	12	0.0	5	·	-1.2	-3	6	2	1	11
O=C(COc1cc2oc(=O)c3c(c2cc1Cl)CCC3)NCCCN1CCOCC1	21	-0.9	-18	1.8	-2.7	6	-7	0	2	61
Cc1ccc(S(=O)(=O)N2CCN(CCOc3cccc(C)c3)CC2)cc1	0	0.6	-2	0.2	-3.0	6	8	?	3	·
CN(C)c1nc2ccccc2c(N)c1-c1ccccc1	3	-2.6	-1	·	-3.5	0	·	3	9	8
CN(C)c1ccc(/C=C2/NC(=O)NC2=O)cc1	17	1.9	5	·	1.1	-8	10	2	2	-10
Cc1cc(-c2ccc(S(=O)(=O)N3CCN(c4cccc(C(F)(F)F)c4)CC3)s2)on1	4	-2.1	4	·	0.3	-3	-13	-3	6	7
COc1ccc(S(=O)(=O)N2CCN(C(=O)c3ccccc3Cc3ccccc3)CC2)cc1OC	-4	·	·	-1.5	-3.2	-1	4	-4	11	·
CCCC(=O)N1CCC1(C)C(=O)Nc1scc(C)c1C#N (configuration not stated)	13	·	·	2.3	-0.5	1	·	0	·	·
COC(=O)c1ccc(CN2C(=O)NC(CC(C)C)C2=O)cc1 (configuration not stated)	-2	-0.6	-6	4.2	-2.0	0	-10	-5	12	11
CCOC(=O)N1CCN(Cc2nc3cc([N+](=O)[O-])ccc3n2C)CC1	7	0.6	2	5.8	-2.3	2	14	32	2	-12
Oc1ccc2ccccc2c1C=Nc1ccccc1-c1nc2ccccc2[nH]1	9	0.2	-11	·	-3.5	67*	-175	-12	-1	14
COC(=O)c1[nH]c2ccccc2c1NC(=O)CN1CCCCCC1	4	-0.3	-6	2.7	-2.0	5	1	-17	5	-17
Cn1c(N=NC(=O)c2ccccc2)c(O)c2ccccc21	20	2.5	-5	·	-1.1	5	6	1	1	-3
COCCNC(=O)C1(C)CCCN(C(=O)c2ccccc2OC(F)(F)F)C1 (configuration not stated)	6	·	·	-0.9	-1.7	0	-9	7	·	·
CCOc1ccc(-c2cc(NC(=O)Cn3ncc4c3-c3ccccc3OC4)on2)cc1OCC	1	-1.5	-19	-2.0	-2.8	0	3	0	17	-23
O=C(Nc1nnc(Cc2ccc([N+](=O)[O-])cc2)s1)Nc1ccccc1F	-3	-4.0	-2	-3.1	-0.3	3	-1	2	-3	-1
Cc1ccc(C)c(C(=O)CSc2nnnn2-c2cccnc2)c1	0	-2.1	0	-1.1	-3.2	3	2	?	0	13
COc1ccc(CCNC(=O)c2cccc3c2C(=O)N(C2CCCCC2)C3)cc1OC	-7	-1.1	-2	3.5	-4.0	-5	1	-6	10	-20
Cc1cccc(NC(=S)NC(=O)c2ccco2)c1C	9	3.5	-1	1.8	-1.0	-1	14	0	2	19
Cc1ccc(S(=O)(=O)N2[C@@H](c3ccc(C(C)(C)C)cc3)C(C(=O)O)=CC[C@H]2c2ccc3c(c2)OCO3)cc1	-5	-2.4	-6	4.4	-3.4	-3	30*	-1	-4	·
CC(=O)Nc1ccc(NC(=O)CSc2nnc3ccc(-c4ccc(F)cc4)nn23)cc1	-5	0.1	-5	·	-3.0	2	-8	-5	-1	18
Cc1ccc2nc(Cc3ccc(N)cc3)oc2c1	9	2.5	4	6.3	-0.5	3	8	13	6	23
O=C(Cc1cccs1)Nc1cccc(C(=O)Nc2ccc(C(=O)O)cc2)c1	2	-0.3	3	·	-4.4	0	-12	-6	-9	10
CCCCn1cnc2c(SCc3ccc(Cl)cc3)nc(N)nc21	-3	·	·	0.8	-10	-4	0	-5	-6	·
Cc1ccc(S(=O)(=O)N2CCC(C(=O)NN3CCCCC3)CC2)cc1	0	-2.1	-4	-0.4	-0.5	-1	-1	8	-1	·
S=C(c1ccc(-c2ccccc2)cc1)N1CCOCC1	4	1.9	-2	-1.4	-4.1	-4	11	?	6	13
Cn1cccc1Cc1nnc(SCC(=O)NCc2ccccc2Cl)n1-c1ccc(F)cc1	1	-1.0	2	3.1	0.5	1	-7	-4	2	17
COc1ccc(/C(O)=C2/C(=O)C(=O)N(c3ccccn3)C2c2ccc(OC)cc2)cc1 (configuration not stated)	-4	·	·	1.3	·	0	-9	11	2	-10
COCCNC(=S)N(CCO)Cc1cc2cc3c(cc2[nH]c1=O)OCO3	22	0.4	4	-1.8	-0.7	31*	-34	17	7	·
CCOc1ccc2c(c1)c1nnc(SCC3CCCO3)nc1n2C (configuration not stated)	7	-0.3	-4	·	-3.7	2	-1	-11	4	15
COc1c(Cl)cc(-c2noc(C)c2C(=O)NCCc2ccc(C)cc2)cc1Cl	-1	0.9	-5	-0.6	-2.9	0	6	-4	8	-52
Cc1ccccc1NS(=O)(=O)c1cc2c(cc1C)NC(=O)CO2	13	-0.5	-3	-0.5	-0.1	-1	8	1	-2	2
Cc1cc(C)cc(N(CC(=O)NCc2ccco2)C(=O)c2snc(C(N)=O)c2N)c1	7	-0.7	1	1.8	0.5	4	-1	-5	7	-20
C/C(CCc1ccccc1)=N\NC(=O)c1ccc(CN2CCOCC2)cc1	-2	1.0	14	·	-3.6	0	7	-3	1	11
O=C(CSc1cccc2cccnc12)N1CCCC1	5	1.0	-18	·	-0.9	33*	-24	-8	6	-5
CC(=O)N1CC(C)Sc2ccc(S(=O)(=O)NC3CCCCC3C)cc21 (configuration not stated)	-7	-0.6	5	-0.1	-3.6	-2	6	10	9	7

2 records picked at random from those above:
SMILES	GDH-TPI inh	UGM FP inh	Rv3671c protease	Mtb BioA inh	FadD28 FP inh	FBA Mtb inh	CCHF vOTU inh	BoNT F protease	MazEF act	VHR inh abs
Oc1ccc2ccccc2c1C=Nc1ccccc1-c1nc2ccccc2[nH]1	9	0.2	-11	·	-3.5	67*	-175	-12	-1	14
Cc1ccc(S(=O)(=O)N2[C@@H](c3ccc(C(C)(C)C)cc3)C(C(=O)O)=CC[C@H]2c2ccc3c(c2)OCO3)cc1	-5	-2.4	-6	4.4	-3.4	-3	30*	-1	-4	·

(continued)
SMILES	GDH-TPI inh	UGM FP inh	Rv3671c protease	Mtb BioA inh	FadD28 FP inh	FBA Mtb inh	CCHF vOTU inh	BoNT F protease	MazEF act	VHR inh abs
O=C(c1ccccc1)N1N=C(c2ccccc2)CC1c1cccs1 (configuration not stated)	2	-0.4	-3	2.4	-1.8	0	15	-18	-4	22
COCCN(C(=O)CSc1nnc2cc(C)c3ccccc3n12)c1c(N)n(Cc2ccccc2)c(=O)[nH]c1=O	-1	-0.7	4	·	0.0	9	-6	8	5	5
Cn1ccnc1SCC(=O)Nc1cc(F)ccc1F	1	2.5	-6	0.6	-4.7	-4	7	1	6	15
Cc1cccc(NC(=O)CN2C(=O)COc3ccc(Cl)cc32)c1	0	-1.7	0	-1.8	-0.6	-3	-6	-5	-4	-1
CSc1cccc(NC(C)C(=O)NCc2ccccc2)c1 (configuration not stated)	0	2.4	4	·	-0.4	0	-5	-6	-4	-13
CC(OC(=O)CC1CC2CCC1C2)C(=O)Nc1cccc(S(=O)(=O)N2CCOCC2)c1 (configuration not stated)	16	-2.6	-6	·	-1.9	2	1	-8	-3	·
Cc1c(N(C(=O)c2ccccn2)C2(C(=O)NC3CCCC3)CCCCC2)c(=O)n(-c2ccccc2)n1C	4	1.7	3	·	-0.9	-2	-8	-1	0	16
Cc1ccc(N2CC(C(=O)Nc3ccc(S(=O)(=O)Nc4ncccn4)cc3)CC2=O)cc1C (configuration not stated)	2	-2.2	4	-1.6	-1.7	-1	11	-16	6	7

Bioassay records from PubChem.
